# Screening results: PubChem BioAssay, Broad Institute
# LGR2 antag: inhibitors of bursicon-induced Drosophila LGR2 receptor cAMP signaling. hit rate 0.35% among 380,000. HEK293 LGR2, CRE-luciferase, bursicon-stimulated, 4 h. inhibition, % at 9.99 µM;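 active means drop in luminescence signal, shown as inhibition above about 50% in the replicate tests, limit read from the data, passing the limit was not always enough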;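 further: agonist challenge used bursicon conditioned medium at about half maximal strength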
# PGC1a acetyl inh: lowers PGC1a acetylation signal in U2OS cells. AlphaScreen anti-acetyl-lysine; with virally co-expressed GCN5 acetyltransferase. inhibition, % at 15.6 µM. hit rate 0.17% among 350,000. AID 651687;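 active means every replicate shows inhibition of at least 40%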;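 further: 0% = neutral control wells and 100% = positive control wells; some results beyond the cut were filed as inactive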
# Cneo AK release: causes C. neoformans cell lysis | adenylate kinase release luminescence, 4 h; normalised: neutral wells 0, clomiphene wells 100 | lysis activity, % at 15 µM | hit rate 0.2% among 360,000 | AID 651654;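 active means mean lysis activity across replicates of at least 80%, whatever share of replicates individually reach that level; inactive means mean lysis activity below 80%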
#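 Test system: log-phase Cryptococcus neoformans yeast cells. Input: 5 × 10^6 yeast cells/mL. Medium: fresh YPD growth medium. Doses: single dose. Incubation: static 4 h at 37 °C with compound, 1 h detection. Measured by: luminescent adenylate kinase detection reagent. Read-out: signal increase indicating cell lysis. Benchmarks: Clomiphene.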
# Statin myotox sup: suppressors of simvastatin-induced myotoxicity in C2C12 myotubes; AID 602340; hit rate 0.78% among 330,000; rescue of ATP level, % at 7.49 µM; ATP luminescence, 48 h; scaled: DMSO 0, geranylgeraniol control 100;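 active means mean ATP rescue above about 67%, or every replicate alone reaching that limit, limit read from the data, passing the limit was not always enough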;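 further: myotubes were challenged with 10 µM simvastatin during compound exposure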
# S100A4 MyoIIA: blocks human S100A4 binding to myosin IIA peptide | hit rate 0.14% among 360,000 | inhibition, % at 10.7 µM | P26447 | S100A4/TAMRA-MyoIIA peptide fluorescence polarization;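 active means mean inhibition of at least 70% across replicates, with every replicate also reaching that level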
# Target sequence (P26447 whole entry, looked up): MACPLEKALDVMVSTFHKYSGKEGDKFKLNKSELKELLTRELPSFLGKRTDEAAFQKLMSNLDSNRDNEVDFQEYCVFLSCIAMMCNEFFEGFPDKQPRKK
#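 Test system: S100A4 monomer protein. Medium: HEPES buffer with Ca2+, pH 7.2. Reagent: fluorescent myosin IIA peptide, 5 nM. Compound dosing: single-point compound testing. Timing: 5 min between mix addition and reading. Benchmarks: DMSO neutral and TFP positive wells.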
# SIRT5 inh: blocks human SIRT5 desuccinylation of peptide; inhibition, % at 15 µM; hit rate 1.1% among 330,000; AID 652115; Purified SirT5, succinyl-peptide AMC, trypsin-coupled fluorescence; Q9NXA8; in the data active means inhibition above about 15%
# Target sequence (Q9NXA8 whole entry, looked up): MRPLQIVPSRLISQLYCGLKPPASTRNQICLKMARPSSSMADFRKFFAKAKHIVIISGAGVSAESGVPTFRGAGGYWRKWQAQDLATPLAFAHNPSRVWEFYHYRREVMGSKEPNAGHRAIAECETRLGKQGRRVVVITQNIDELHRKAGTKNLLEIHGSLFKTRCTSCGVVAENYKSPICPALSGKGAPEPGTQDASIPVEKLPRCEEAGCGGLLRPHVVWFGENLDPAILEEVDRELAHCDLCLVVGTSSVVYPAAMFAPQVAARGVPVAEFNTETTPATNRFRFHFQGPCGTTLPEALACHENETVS
# ERAP1 HTS inh: inhibitors of human ERAP1 aminopeptidase; recombinant ERAP1, Leu-AMC fluorescence, 60 min; AID 652197; inhibition, % at 10.7 µM; Q9NZ08; hit rate 0.15% among 340,000;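 active means mean replicate inhibition of at least 30%, or all replicates individually reaching that 30% level; inactive means mean below 30% and not every replicate reaching it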;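 further: 0% = neutral control wells and 100% = L-leucinethiol positive control wells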
# XiGFP reactiv: activators of X-chromosome reactivation in mouse fibroblasts; XiGFP mouse fibroblasts, % GFP-positive cells imaging, 3 d; cells co-treated with 5-aza-dC sensitizer; scaled so ellipticine positive control = 100%; activation, % at 7.58 µM; hit rate 0.055% among 360,000;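 active means mean normalized replicate activation at least 10% and every replicate at or above 10%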;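 further: 0% = median of on-plate neutral control wells and 100% = ellipticine 6 µM median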
#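 Material: XiGFP fibroblasts, SV40-immortalized; Buffer or medium: DMEM containing 5-aza-dC; Compound dosing: single point; Times: 3 days compound exposure.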
# * hit, by the source's call; · = no result given; & = joins results of further samples.
SMILES,LGR2 antag,PGC1a acetyl inh,Cneo AK release,Statin myotox sup,S100A4 MyoIIA,SIRT5 inh,ERAP1 HTS inh,XiGFP reactiv
O=C(C[C@H]1C=C[C@H](NC(=O)NC2CCCCC2)[C@@H](CO)O1)NCc1ccccc1,12,3,-1,-3,9,2,-2,-0.2
CN(C)CCNC(=O)c1ccc(-c2cnn(C)c2)c2ccoc12,0,0,3,10,-1,-19,2,0.0
CCN(Cc1ccncc1)C(=O)c1cc(COc2ccc(OC)cc2Cl)on1,-56,12,-1,-4,-16,-2,-1,0.5
COc1ccc(OC)c(S(=O)(=O)Nc2ccc3oc(C)c(C(C)=O)c3c2)c1,-3,·,6,4,2,-7,-2,0.0
CCn1c(=NC(=O)c2ccco2)sc2cccc(F)c21,-61,-6,-2,28,5,-10,7,-0.1
COc1ccc(-n2c(C)cc(C3=NNC(=NC4CC4)SC3)c2C)cc1,-10,-4,·,·,-3,0,-1,0.0
O=S(=O)(c1ccc(F)cc1)N1CC[C@@H]2[C@H](CO)Nc3ccc(-c4ccccc4F)cc3[C@@H]21,3,-4,-3,-19,-9,6,2,0.3
CCCC(=O)Nc1ccc(Cl)c(NC(=O)c2cccnc2)c1,-4,16,-2,-14,33,2,-2,·
Cc1ccc(N(CC(=O)N2CC(=O)Nc3ccccc32)S(=O)(=O)c2ccc3c(c2)OCCO3)cc1,-7,·,2,6,-2,-13,0,·
CCCc1cc(=O)[nH]c2nnc(SCC(=O)Nc3ccc(NC(C)=O)cc3)n12,-8,2,2,6,-5,-1,-3,0.2
CC(C)NC(=O)N1CCCCN2[C@H](CO)[C@@H](c3ccc(C#CC4CC4)cc3)[C@H]2C1,17,-1,1,29,3,0,3,-0.1
CN(Cc1c(F)cccc1Cl)C(=O)c1cccc(S(=O)(=O)NCc2ccccc2)c1,14,·,0,10,-2,1,-8,0.1
O=C(c1ccccc1)N1CC(=O)N2[C@@H](CO)[C@H](c3ccc(C#CCC4CCCC4)cc3)[C@@H]2C1,8,5,·,·,-7,4,1,0.1
O=C(O)c1cccc(NC(=S)NC(=O)c2ccc(-c3ccccc3)cc2)c1,-82,·,·,·,-3,-2,3,0.0
CC(C)(C)NC(=O)C(c1ccncc1)N(Cc1ccc(F)cc1)C(=O)c1ccc(-c2ccccc2)[nH]1 (stereo not drawn),33,-8,·,·,-5,-2,0,0.2
C[C@H](CO)N1C[C@H](C)[C@@H](CN(C)C(=O)Nc2ccc(C(F)(F)F)cc2)Oc2c(NC(=O)C3CC3)cccc2C1=O,0,-1,0,-11,14,-3,·,0.0
Cn1c(C(=O)NCCCN2CCCCC2)cc2sccc21,2,-5,1,-10,·,·,·,·
Cc1ccc(S(=O)(=O)Nc2ccc3c(c2)C(=O)N([C@@H](C)CO)C[C@H](C)[C@H](CN(C)S(=O)(=O)c2ccc(F)cc2)O3)cc1,-3,-5,·,46,13,-1,-1,0.1
CC1CCCCN1C(=O)CSc1nnc(-c2ccccc2O)o1 (stereo not drawn),-41,·,4,6,-1,-1,1,0.1
CN(C)CCCNC(=O)C[C@H]1CC[C@@H]2[C@@H](COc3ccc(NC(=O)c4ccccc4F)cc3C(=O)N2C)O1,-16,0,0,1,-4,1,-3,0.0
O=C(OCC(=O)N1CCOCC1)c1ccc2c(c1)OCCO2,-2,-5,3,·,-1,3,7,·
COc1ccccc1CNC(=O)C[C@H]1C[C@@H]2c3cc(NC(=O)Nc4ccc(C(F)(F)F)cc4)ccc3O[C@@H]2[C@@H](CO)O1,5,1,-3,-1,5,0,1,0.1
C/C=C/c1cccc(-c2nc(C(=O)N3CCCCC3)cc3c2[C@@H](CCO)N(C(=O)NC(C)C)C3)c1,-5&13,3,·,·,-4&-4,-3&1,-1&-1,0.3&0.0
COc1ccc(NC(=O)Nc2ccc3c(c2)C(=O)N([C@H](C)CO)C[C@@H](C)[C@@H](CN(C)C(=O)Nc2ccc(C(F)(F)F)cc2)O3)cc1,-1,-7,0,-2,-26,15*,0,0.6
COc1ccc(CN2CCCC(CNC(=O)c3ccc(F)cc3)C2)c(F)c1 (stereo not drawn),·,·,·,·,-6,-3,-3,0.1
O=C(N1CCCCCC1)N1CCN(S(=O)(=O)N2CCCCC2)CC1,10,1,6,101*,·,·,·,·
COc1cc2c(cc1O)[C@@H]1Cc3cc(OC)c(OC)cc3C(C2)N1C,12,-14,0,1,0,·,·,-0.4
COCCN(CC(=O)Nc1cccc(C)c1C)C(=O)C1(c2ccccc2)CC1,2,3,2,10,0,-4,-1,0.1
CCOC(=O)CN(c1ccccc1C)S(=O)(=O)c1ccc(Cl)cc1,0,-15,0,-2,0,-4,3,0.0
O=C(COC(=O)c1cccnc1)NC1CCCc2ccccc21 (stereo not drawn),-1,8,·,·,-1,·,0,0.2
O=C(CNC(=S)NC(=O)C1CCCCC1)c1ccccc1,-98,-12,-1,-35,-12,-5,0,0.0
C[C@@H]1CN([C@H](C)CO)C(=O)c2cc(C3=CCCC3)cnc2O[C@H]1CN(C)C(=O)c1ccc(F)cc1,6,-1,-1,24,11,-14,2,0.5
N#CCCN1CCN(S(=O)(=O)c2ccc(S(=O)(=O)NC3CCCC3)cc2)CC1,3,0,0,-1,-5,·,0,0.1
COc1ccc(Cl)cc1S(=O)(=O)N1CCCc2ccccc21,-4,-2,1,-10,-1,-2,-6,0.0
CO[C@H]1CC[C@@H]2CCN(C)C(=O)[C@H](C)CN(C)C(=O)c3cc(C#N)ccc3OC[C@H]1O2,-10,·,53,-17,2,0,-2,0.1
COc1ccc(CN(C(=O)CNC(=O)c2ccco2)C(C(=O)NCC2CCCO2)c2ccccc2)cc1 (stereo not drawn),5,·,6,10,1,-4,-2,0.0
CSc1nc2c(c(=O)[nH]1)C(c1cccc(Br)c1)CC(=O)N2 (stereo not drawn),3,·,·,·,1,-1,-2,0.3
Cc1[nH]c(=O)c(C(=O)c2ccccc2O)cc1C(=O)O,10,10,-31,4,-1,1,-2,0.0
CCOC(=O)C1=C(COC(=O)COc2ccccc2OCC)NC(=O)NC1C (stereo not drawn),5,-1,1,1,-3,3,-1,0.1
Cc1ccc(C)n1-c1nn(S(=O)(=O)c2cccc3cccnc23)c2cccc(F)c12,11,-5,6,·,-1,-1,-2,-0.1
Cc1cc(C(=O)OCC(=O)Nc2cc(S(=O)(=O)N(C)C)ccc2C)c(C)o1,7,·,·,·,1,1,1,-0.7
COc1ccc(NC(=O)Nc2ccc3c(c2)C(=O)N([C@H](C)CO)C[C@@H](C)[C@@H](CN(C)Cc2ccncc2)OCCCC[C@@H](C)O3)cc1,-1,-9,3,·,1,1,0,0.1
N#Cc1ccc(OC(=O)C2CCN(C3=NS(=O)(=O)c4ccccc43)CC2)cc1,2,·,2,4,1,3,0,0.4
COc1ccc2cc(C(C)C(=O)N3CCC(C(N)=O)CC3)ccc2c1 (stereo not drawn),2,13,4,-1,4,2,-1,0.1
CSCC[C@H](NC(=O)Nc1ccc(S(N)(=O)=O)cc1)C(=O)O,5,5,·,·,-3,-3,0,-0.1
Cc1ccc(NS(=O)(=O)c2cc(C(=O)N3CCN(C)CC3)ccc2C)cc1C,·,·,3,-5,0,8,3,0.0
CC(C)CN(C(=O)CSc1nc2ccccc2c(=O)n1C)C1CCS(=O)(=O)C1 (stereo not drawn),-4,·,1,-5,-3,2,-2,0.0
CCC(=O)N1[C@H](C(=O)Nc2ccccc2)[C@@H](CO)[C@@H]2Cn3c(ccc(C4=CCCC4)c3=O)[C@@H]21,-5,·,-5,-17,-10,-2,2,-0.1
CCCN1CCN(C(=O)CCCNC(=O)Cn2cnc3sc(C)c(C)c3c2=O)CC1,-7,-8,3,-2,·,·,·,·
O=C(CCNS(=O)(=O)c1ccc(Cl)cc1)NCc1ccccn1,-1,-1,-2,45,-4,-3,-4,·
# (more compounds)
SMILES,LGR2 antag,PGC1a acetyl inh,Cneo AK release,Statin myotox sup,S100A4 MyoIIA,SIRT5 inh,ERAP1 HTS inh,XiGFP reactiv
Cc1cnc(C)c(N2CCN(Cc3nc(-c4ccc(C)o4)oc3C)CC2)n1,-17,·,·,·,5,-2,-4,0.0
COc1cccc(NC(=O)C2CSC3(C)CCC(=O)N23)c1 (stereo not drawn),33,·,1,·,-1,-9,5,0.2
N#Cc1ccc(C(=O)NCC2CCN(C(=O)C(=O)c3cccs3)CC2)cc1,7,·,·,·,-1,·,-1,0.0
CC(C)NC(=O)N(C)C[C@@H]1OCCCC[C@@H](C)Oc2ccc(NC(=O)Nc3cccc4ccccc34)cc2C(=O)N([C@H](C)CO)C[C@@H]1C,-5,2,-5,·,-2,-1,-7,-0.1
CN(C(=O)c1ccncc1)c1ccccc1,-1,·,·,·,1,1,1,0.2
CCCNC(=O)N1C[C@@H](O)COC[C@H]2O[C@@H](CC(=O)NCc3ccc(Cl)c(Cl)c3)CC[C@@H]21,12,2,-2,-1,-2,-2,-3,-0.1
COc1ccc(N2CCN(C(=O)CN(C)S(=O)(=O)c3cccs3)CC2)cc1,-9,10,1,-34,-5,1,-2,0.3
CCC1(c2ccccc2)NC(=O)N(CC(=O)Nc2ccc(N3CCOCC3)cc2)C1=O (stereo not drawn),-2,-6,-1,-4,7,-2,-1,-0.1
COc1ccccc1/C=C1\SC(=O)N(CCC(=O)N(C)C2CCS(=O)(=O)C2)C1=O (stereo not drawn),-5,-6,-3,-2,1,3,7,0.0
Cc1ccccc1C(=O)NCC(c1ccco1)N1CCc2ccccc2C1 (stereo not drawn),-8,·,0,16,-6,-3,2,0.0
COc1ccccc1C(=O)NC(=S)Nc1ccccc1N1CCCC1,5,·,18,-2,-5,0,3,0.2
CC(=O)C1CCC2C3CCC4=CC(=O)C=CC4(C)C3C(=O)CC12C (stereo not drawn),·,-8,0,8,3,·,-5,0.8
CC(=O)Nc1cccc(/C(C)=N/NC(=S)NC(C)C)c1,0,7,·,·,-3,0,-6,-0.1
COc1ccc2c(c1)c(C)cc[n+]2Cc1ccccc1,19,4,0,-22,-1,-8,0,0.1
O=C1c2ccccc2C(Nc2ccc3c(c2)OCCO3)N1Cc1ccco1 (stereo not drawn),0,2,-10,19,-38,·,-2,1.3
C=C(C)CNC(=S)N/N=C(\C)c1ccc(Cl)s1,-55,8,39,-10,-4,-3,6,0.3

# Not all compounds are listed, so the mix of outcomes need not match the whole.
